Dengue virus CPE: Dengue virus cytopathic effect inhibitors, cell-based, CPE readout, HTS (AID 540333); Dengue virus CPE inhibition in host cells; active compounds read high; CPE inhibition, % at 20 µM; actives 3.1% (n = 10,000); in the data active = CPE inhibition mostly above about 9.1%, no sharp cut-off; inactive = mostly below about 7.2%
* hit, by the source's call; i = inactive.

Compound | Dengue virus CPE
COc1cccc(-n2c(CCn3nc(C)c([N+](=O)[O-])c3C)n[nH]c2=S)c1 | i
C/C(=N\NC(=O)CNc1cccc(C(F)(F)F)c1)c1ccc(Br)cc1 | 3.8
COc1cccc(SCc2noc(C(=O)NCCN(C)C)c2C(=O)NCCN(C)C)c1 | 0.5
COCCOC(=O)/C(=C/c1ccc(OC(=O)c2ccccc2)cc1)C(C)=O | 8.6
O=C(NC(=S)Nc1ccc2c(c1)OCCO2)c1cccc(Br)c1 | i
COc1ccc(S(=O)(=O)Nc2ccc(S(=O)(=O)N(C)C)cc2)cc1[N+](=O)[O-] | i
O=C(NCc1ccc(OC(F)(F)F)cc1)c1cc(-c2ccccc2)nn1CC1CC(c2cccnc2)=NO1 (stereo unspecified) | 7.0
O=C(NCc1ccco1)c1ccc(COc2cccc3ccccc23)cc1 | 1.5
Cc1ccc(/C=C/C(=O)NC2CCCCCCC2)o1 | 0.0
NS(=O)(=O)c1ccc(NC(=O)COC(=O)C2(c3ccccc3F)CCCC2)cc1 | 6.0
O=C(NC1CC1)C1=C[C@H](c2coc3ccccc3c2=O)C[C@H](OCc2ccc(CO)cc2)O1 | i
COCC(=O)Nc1cc(Cl)c(OC)cc1OC | 0.1
O=C(COC(=O)CN1C(=O)C2CCCCC2C1=O)Nc1ccc(S(=O)(=O)N2CCOCC2)cc1 (stereo unspecified) | 0.2
COc1ccc(C(=O)Nc2ccc(-c3ccc(NC(=O)c4ccc(OC)cc4)c(OC)c3)cc2OC)cc1 | 3.6
CC(C)(C)NC(=O)NC(=O)COC(=O)c1ccc2c(c1)S(=O)(=O)N=C1CCCCCN12 | 0.1
CC1(C)CC(=O)C2=C(C1)OC(N)=C([N+](=O)[O-])C2c1cccs1 (stereo unspecified) | 0.7
CC(C)N(c1ccccc1)c1ccc(NC(=O)COC(=O)CCN2C(=O)c3cccc([N+](=O)[O-])c3C2=O)cc1 | i
COc1ccc(-n2c(N)c(C#N)c3ccc([N+](=O)[O-])cc3c2=O)cc1 | 0.3
Clc1ccc(OCc2nnnn2-c2ccccc2)cc1 | 0.6
CCCCN(CCCC)CC(O)COc1ccccc1Br (stereo unspecified) | 0.7
CCOC(=O)[C@@H]1[C@H]2COc3cc(OC)ccc3[C@H]2N2C(=O)N(c3ccc(F)cc3)C(=O)[C@@]12C | 2.5
CCC(=O)N(C)CCc1cc2c(c(OC)c1/C=N/NC(=O)c1ccc(Br)cc1)OCO2 | i
O=C(NNC(=O)C1CC1c1ccccc1)Nc1ccccc1 (stereo unspecified) | i
Cc1nnc(SCC(=O)N/N=C/c2cc(Cl)c(O)c(Cl)c2)s1 | i
CC(=O)Nc1ccccc1OCC(=O)NC(C)c1ccc(F)cc1 (stereo unspecified) | i
CCN(CC)S(=O)(=O)c1cc(C(=O)Oc2cccc(-c3cnc4ccccc4n3)c2)ccc1OC | 1.0
CCOC(=O)c1c(C)[nH]c(C(=O)COC(=O)CNC(=O)c2ccc(Cl)cc2)c1C | i
COc1cccc(/C=N/N2CCN(c3ccncc3S(=O)(=O)N3CCCCC3)CC2)c1 | i
CCCC(C)C(=O)Nc1cc([N+](=O)[O-])ccc1F (stereo unspecified) | i
CCNC(=S)N/N=C/c1cccc(OCc2c(F)cccc2Cl)c1 | 1.3
Cc1cc(SC#N)cc(C)c1NC(=O)CCl | 2.8
O=C(COC(=O)CCCNC(=O)c1ccc(Cl)cc1)Nc1cc(Cl)c(Cl)cc1Cl | i
O=C(Nc1cc(S(=O)(=O)N2CCOCC2)ccc1N1CCCC1)c1cnccn1 | i
Cc1c(C(=O)NCCSCc2ccco2)cccc1[N+](=O)[O-] | 1.9
CC(=O)c1c(C)[nH]c(C(=O)Nc2nc(-c3ccc(Cl)cc3)cs2)c1C | 26.9*
N#Cc1ccc(C(=O)Nc2nnc(-c3ccccn3)o2)cc1 | i
CCC1Nc2ncnc(N3CCOCC3)c2N(Cc2ccc(Cl)cc2)C1=O (stereo unspecified) | 0.3
COc1ccc(CC(=O)NNc2ncnc3c2cnn3C)cc1 | i
COc1ccc(S(=O)(=O)Nc2ccc3c(c2)C(=O)N([C@H](C)CO)C[C@H](C)[C@@H](CN(C)C(=O)Nc2ccccc2)O3)cc1 | i
COc1ccc2cc(C=O)n(C)c2c1 | i
N/C(=N\OC(=O)COc1ccc2ccccc2c1)c1cccnc1 | 1.1
Cc1ccc(OC(C)C(=O)Nc2ccc(C)c(S(=O)(=O)Nc3ccc(C)cc3C)c2)cc1 (stereo unspecified) | 0.7
O=C(/C=C/c1ccc(F)cc1)c1ccccc1Br | i
O=C(COc1ccccc1)Nc1ccccc1Oc1ccccc1 | i
C#Cc1ccc([C@H]2C=C(C(=O)O)O[C@@H](OCCCCO)C2)cc1 | 0.5
S=C(Nc1ccccc1)N1CCn2cccc2C1c1cccnc1 (stereo unspecified) | 0.2
COc1ccc(CCNC(=O)/C=C\c2ccccc2)cc1OC | i
Cc1ccc(C(=O)N/C(=C/c2ccco2)C(=O)NCCc2c[nH]c3ccccc23)cc1 | 0.2
Cc1ccc(O)c(C2=Nc3ccccc3N=C(c3ccc([N+](=O)[O-])cc3)C2)c1 | 6.0
Cc1ccc(OCC(=O)N2CCN(S(=O)(=O)c3ccccc3)CC2)c([N+](=O)[O-])n1 | 0.5
Cc1ccc(C)c(CSC2=NCCN2C(=O)Cc2ccc([N+](=O)[O-])cc2)c1 | 0.6
COc1ccc(/C=N/NC(=S)Nc2cc(S(=O)(=O)N3CCOCC3)ccc2N2CCOCC2)cc1O | 0.3
CCN(CC)CCCN1C=C2C(=O)C(C)(OC(=O)CCC(=O)OC)C(=O)C(Br)=C2C=C1c1ccc(OC)cc1 (stereo unspecified) | i
O=C(CSc1nc2ncc(Br)cc2[nH]1)c1ccc([N+](=O)[O-])cc1 | i
Nc1cccc(C(=O)OCC(=O)Nc2cccc3c2C(=O)c2ccccc2C3=O)c1 | 1.5
Cc1cc2oc(=O)cc(CN3CCN(S(=O)(=O)c4cccs4)CC3)c2cc1C | 0.7

Continued:
Compound | Dengue virus CPE
CC(C)CN(C(=O)c1cc2ccccc2o1)c1c(N)n(CC(C)C)c(=O)[nH]c1=O | i
O=C(NNC(=O)c1cc(-c2ccccc2)n(-c2ccccc2)n1)c1cccc([N+](=O)[O-])c1 | i
CCOc1ccc(CSC(=N)N)cc1 | 0.2
CC1CC(C)CN(c2oc(Cc3ccccc3)nc2C#N)C1 (stereo unspecified) | 1.8
NC(=O)c1c(NC(=O)C2CCCO2)sc2c1CCCC2 (stereo unspecified) | 0.4
O=C(Oc1ccc(C(=S)N2CCOCC2)cc1)c1ccc(Br)cc1 | 0.2
CCCNC(=O)OCCC12CC3CC(CC(C3)C1)C2 | 2.2
Cn1c(N/N=C2\CCCc3ccccc32)nc2c1c(=O)n(Cc1ccccc1)c(=O)n2C | 2.8
Cc1ccc(S(=O)(=O)Nc2ccccc2CNc2cccc(C)n2)cc1 | 0.3
CCOC(=O)C(=O)NNc1cccc(C)c1C | i
CC(C)COc1cccc(C(=O)NC(=S)NCc2cccnc2)c1 | 0.7
C=CCC1(C#N)C(=S)NC2=C(C(=O)CC(C)(C)C2)C1c1ccc(Br)cc1 (stereo unspecified) | 0.9
Cc1cc(C)nc(NS(=O)(=O)c2ccc(N/C=C/C(=O)c3ccc(Cl)c(Cl)c3)cc2)n1 | 0.0
CCOc1ccc(C(=S)N2CCCC2)cc1OC | i
Cc1ccc(S(=O)(=O)N2CCN(C(C(=O)Nc3ccc(F)cc3)c3ccccc3)CC2)cc1 (stereo unspecified) | 1.1
CCCc1[nH]c2ccc(C(=O)OC)cc2c1CCC | 0.2
CN(c1cccc(Cl)c1)S(=O)(=O)c1cccc(C(=O)Nc2ccc3c(c2)CCC3)c1 | 3.7
COCCN1C(=O)/C(=C/c2ccc(OCc3ccc(C(=O)O)cc3)c(OC)c2)SC1=Nc1ccccc1 | 2.8
CCCCOC(=O)Nc1nnc(/C=C/c2ccc(OC)cc2)s1 | 2.3
CC1CN(C(=O)C2(C)CC2(Cl)Cl)CC(C)O1 (stereo unspecified) | 2.1
CNCc1ccccc1Sc1cc(O)ccc1O | 0.5
c1ccc(-c2cnn3c(-c4ccccc4)c(-c4ccccc4)nc3n2)cc1 | 7.1
Cc1ccc(O)c(N=Cc2ccc(C)s2)c1 | i
COc1cccc(C(=O)N/N=c2\oc3c(OC)cccc3cc2C(=O)NCc2ccccc2)c1 | 1.4
Cc1occc1C(=O)NNC(=O)COc1ccc(Br)cc1Br | i
Cc1ccc(NC(=S)N2CCn3cccc3C2c2cccnc2)cc1 (stereo unspecified) | 0.4
COc1ccc([N+](=O)[O-])cc1NC(=O)c1ccc(CN(c2ccccc2)S(C)(=O)=O)cc1 | i
O=C(/C=C/c1cccc([N+](=O)[O-])c1)NCc1ccco1 | i
Cc1ccc(-c2nc3ccccc3c(=O)n2NC(=O)COc2ccccc2)cc1 | 0.4
O=C(OCCc1cc2ccccc2c(=O)o1)c1ccco1 | 0.0
O=S(=O)(NCC1COc2ccccc2O1)c1ccc2ccccc2c1 (stereo unspecified) | 0.7
CC1CC(C)CN(S(=O)(=O)c2cc(C(=O)O)c(Cl)s2)C1 (stereo unspecified) | 0.5
CCOC(=O)[C@@H]1[C@H]2COc3cc(OC)ccc3[C@@H]2N2C(=O)N(c3cccc(Cl)c3)C(=O)[C@@]12C | 1.0
COc1ccc(C(=O)OC(C)C(=O)Nc2cc(C(F)(F)F)ccc2Cl)c(OC)c1OC (stereo unspecified) | 2.0
CCOc1ccc(-c2c(C(=O)N/N=C/c3ccc(OC(C)C)cc3)nnn2-c2nonc2N)cc1 | 0.2
O=C(Cn1cncc1-c1ccc([N+](=O)[O-])cc1)Nc1cccc2ccccc12 | i
O=C(COc1ccc(Cl)cc1Cl)Nc1c(-c2cccs2)nc2ccccn12 | i
COc1cc(C(=O)Nc2nc(-c3ccc(Cl)cc3)c(C)s2)ccc1OCC(=O)Nc1ccc(F)cc1 | 6.3
CCC(CC)C(=O)Oc1c(Sc2ccccc2[N+](=O)[O-])c(C)nn1C(C)(C)C | 10.9
CCOC(=O)c1ccc(NC(=O)c2c(N)n(Cc3ccccc3)c(=O)[nH]c2=O)cc1 | i
COc1ccc(NC(=O)c2ccc(-c3ccccc3)cc2)cc1NS(=O)(=O)c1ccc(F)cc1 | 4.8
O=C(NCCCO)/C(=C\C=C\c1ccccc1)NC(=O)c1ccccc1Cl | i
CC12c3ccccc3C(c3ccccc31)C1C(=O)N(Cc3cccnc3)C(=O)[C@H]12 (stereo partly specified) | i
COc1cccc(C2C(C#N)=C(N)Oc3cc(N)ccc32)c1OC (stereo unspecified) | i
Cc1cccc(CSCCNC(=S)Nc2ccccc2)c1 | 1.3
O=C(N/N=C/c1cn(-c2ccccc2)nc1-c1cccs1)c1ccncc1 | 1.2
Cc1ccc(S(=O)(=O)NCCCCCC(=O)Nc2ccccc2C)cc1 | i
COc1ccc(C2CC(c3ccccc3)=NN2C(=O)c2ccc(Cl)c([N+](=O)[O-])c2)cc1 (stereo unspecified) | 8.5
COc1ccc(CNC(=S)NC2CCCC2)cc1 | 2.2
CC(=O)c1ccc(N2Cc3ccccc3/C2=N\C(=O)Nc2ccccc2)cc1 | 1.9
O=C(C[n+]1cc(-c2ccc(F)cc2)n2c1CCC2)N1c2ccccc2Sc2ccccc21 | 0.1
COc1ccccc1NC(=O)c1ccc(NS(=O)(=O)c2ccc(F)c(F)c2F)cc1 | i
COc1cccc(OC)c1C(=O)NC(=S)Nc1ccc2c(c1)C(=O)N(C)C2=O | 0.1
Cc1ccc(C)c(S(=O)(=O)Nc2ccccc2C(=O)Nc2ccc(S(=O)(=O)Nc3ncccn3)cc2)c1 | 1.3
CC(C)CNC(=S)NC(=O)c1ccc(Cl)cc1 | 0.1
O=C(CCc1nc2ccccc2c(=O)[nH]1)Nc1ccc(F)cc1 | 0.1

The list continues:
Compound | Dengue virus CPE
CC(C)(C)NC(=O)c1nc2nc(-c3ccccc3)cc(C(F)(F)F)n2n1 | 0.5
COc1ccc(C2=CC(=O)CCC2)cc1 | i
CCOc1ccccc1NC(=O)C(OC(=O)c1ccc(N(C)C)cc1)c1ccccc1 (stereo unspecified) | 0.9
COc1cc(/C=N/Nc2ccc(F)cc2F)cc(OC)c1O | i
CN(C)c1oc(COc2ccc(F)cc2)nc1C#N | 0.3
Cc1ccc(-c2cn3c(=S)[nH]nc3s2)cc1 | i
O=C(CCN(NC(=O)c1ccccc1)C1=NS(=O)(=O)c2ccccc21)NC1CCCCC1 | 0.4
O=S1(=O)[C@H]2C[C@@H]3C=C[C@@]2(CN1Cc1cccc(Cl)c1)O3 | 0.7
COc1ccc(S(=O)(=O)N2CCC(CN3C(=O)c4cccc5cccc(c45)C3=O)CC2)cc1 | i
COc1ccccc1NC(=O)CSC1=NCCN1 | 1.3
Cc1ccccc1OCCC(=O)NCCc1ccc(S(N)(=O)=O)cc1 | i
COc1ccccc1NS(=O)(=O)c1cccc(C(=O)N/N=C(\C)c2ccc3c(c2)OCCO3)c1 | i

Filtered by structure: the entries above with an NH in an aromatic ring.
Compound | Dengue virus CPE
COc1cccc(-n2c(CCn3nc(C)c([N+](=O)[O-])c3C)n[nH]c2=S)c1 | i
CCOC(=O)c1c(C)[nH]c(C(=O)COC(=O)CNC(=O)c2ccc(Cl)cc2)c1C | i
CC(=O)c1c(C)[nH]c(C(=O)Nc2nc(-c3ccc(Cl)cc3)cs2)c1C | 26.9*
Cc1ccc(C(=O)N/C(=C/c2ccco2)C(=O)NCCc2c[nH]c3ccccc23)cc1 | 0.2
O=C(CSc1nc2ncc(Br)cc2[nH]1)c1ccc([N+](=O)[O-])cc1 | i
CC(C)CN(C(=O)c1cc2ccccc2o1)c1c(N)n(CC(C)C)c(=O)[nH]c1=O | i
CCCc1[nH]c2ccc(C(=O)OC)cc2c1CCC | 0.2
CCOC(=O)c1ccc(NC(=O)c2c(N)n(Cc3ccccc3)c(=O)[nH]c2=O)cc1 | i
O=C(CCc1nc2ccccc2c(=O)[nH]1)Nc1ccc(F)cc1 | 0.1
Cc1ccc(-c2cn3c(=S)[nH]nc3s2)cc1 | i

Some of the compounds tested. The share of hits here may be higher or lower than overall.
